Screening data from PubChem BioAssay.
aSyn UTR inh = MLPCN primary screen, SNCA 5' untranslated region; alpha-synuclein 5'UTR reporter, inhibitor activity; inhibition, % (tested at 7.5 µM); 300,000 compounds, 0.82% hits; in the data active means inhibition above about 60%; inconclusive means no clear call, values can overlap the other calls;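 further: H4 neuroglioblastoma cells stably carrying SNCA 5'UTR luciferase fusion; 0% = DMSO wells and 100% = positive control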
TRPC4 act = activators of mouse TRPC4 channel, primary screen, Fluo4 calcium, HEK293 TRPC4beta/mu-opioid cells; Short transient receptor potential channel 4 (Mus musculus), Q9QUQ5; Fluo4 calcium fluorescence; hits give high values; B-score at 10 µM; 310,000 compounds, 0.49% hits; AID 2237, 2010;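 active means B-score above 5 SD of library B-scores, and initial fluorescence ratio not above library mean plus 5 SD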;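 further: positive B-score marks a calcium rise read as TRPC4 activation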
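Test system: HEK293 cells stably co-expressing mouse TRPC4beta and mu-opioid receptor | Schedule: Fluo4 dye loading 45 min at room temperature, 110 s recording | Measured by: Kinetic Fluo4 calcium fluorescence, 5 s baseline at 1 Hz | Evaluation: B score of integrated ratio | Controls: Buffer (low) and maximal DAMGO (high)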
TRPC6 act = mouse TRPC6 channel activators, primary screen, cell-based, HEK293, membrane potential dye; HEK293-TRPC6 membrane potential dye fluorescence; hits give high values; B-score at 10 µM; 310,000 compounds, 0.13% hits; AID 2550, 2010;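 active means B-score of the integrated fluorescence ratio above library mean plus 3 SD, and starting fluorescence ratio within library mean plus 5 SD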;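 further: higher score means more depolarization so channel activation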
Target sequence (Q61143 whole entry, looked up): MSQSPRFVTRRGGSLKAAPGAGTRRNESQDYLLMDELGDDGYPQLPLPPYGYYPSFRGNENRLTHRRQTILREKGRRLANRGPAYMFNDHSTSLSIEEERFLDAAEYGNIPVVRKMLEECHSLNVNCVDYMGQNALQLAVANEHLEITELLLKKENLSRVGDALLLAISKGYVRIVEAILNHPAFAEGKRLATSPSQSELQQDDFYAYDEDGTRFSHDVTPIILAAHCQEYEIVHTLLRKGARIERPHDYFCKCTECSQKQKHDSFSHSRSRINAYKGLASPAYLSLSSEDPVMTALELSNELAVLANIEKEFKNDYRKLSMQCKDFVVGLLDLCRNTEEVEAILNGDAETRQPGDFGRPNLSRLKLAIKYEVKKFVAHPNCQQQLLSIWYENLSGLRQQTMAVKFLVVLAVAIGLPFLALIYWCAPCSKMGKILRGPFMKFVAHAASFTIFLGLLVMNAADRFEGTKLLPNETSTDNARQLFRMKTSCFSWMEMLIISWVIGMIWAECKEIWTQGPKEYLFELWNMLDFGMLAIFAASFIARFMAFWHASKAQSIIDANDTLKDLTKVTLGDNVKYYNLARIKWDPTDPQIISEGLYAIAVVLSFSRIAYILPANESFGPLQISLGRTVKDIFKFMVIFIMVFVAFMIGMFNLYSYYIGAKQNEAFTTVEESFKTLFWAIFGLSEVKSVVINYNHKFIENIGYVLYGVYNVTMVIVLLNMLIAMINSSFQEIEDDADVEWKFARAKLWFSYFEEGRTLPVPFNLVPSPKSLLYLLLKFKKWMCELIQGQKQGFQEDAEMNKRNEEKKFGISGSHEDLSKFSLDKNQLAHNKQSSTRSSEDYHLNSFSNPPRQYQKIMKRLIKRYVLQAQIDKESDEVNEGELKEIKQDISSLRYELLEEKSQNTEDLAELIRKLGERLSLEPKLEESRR
TRPC4 PAM = positive allosteric modulators of TRPC4, primary screen, cell-based, mouse TRPC4beta, HEK293 mu-opioid, Fluo-4 calcium; Short transient receptor potential channel 4 (Mus musculus), Q9QUQ5; DAMGO EC20, Fluo-4 Ca2+ flux; hits give high values; 310,000 compounds, 0.42% hits; AID 2227, 2009; B-score at 10 µM;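 active means B-score of calcium response area above 5 SD of library B-scores, with initial fluorescence ratio within 5 SD of library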;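 further: B-score of integrated fluorescence ratio over time as area under calcium response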
TRPC4 inh = inhibitors of mouse TRPC4 channel, primary screen, Fluo4 calcium, HEK293 TRPC4beta/mu-opioid cells; Short transient receptor potential channel 4 (Mus musculus), Q9QUQ5; DAMGO-evoked Fluo4 calcium flux; hits give low values; B-score at 10 µM; 300,000 compounds, 0.39% hits; AID 2247, 2010;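 active means B-score over 3 SD under the library average, no early fluorescence shift, positive overall ratio signal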
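Signal: kinetic Fluo4 fluorescence imaging of calcium influx. Material: stable TRPC4beta/mu-opioid receptor HEK293 cells. Probe or stimulus: DAMGO in two steps, submaximal then maximal.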
MrgX1 antag = antagonists of human MrgX1 receptor, primary screen, HEK293 cells, Fluo-4 calcium flux; BAM8-22 antagonism; hits give low values; B-score at 10 µM; 310,000 compounds, 1.3% hits; AID 588676, 2011;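 active means calcium-response B-score plate-corrected more than 3 library SD below zero, starting fluorescence within 5 deviations, no agonist response on first addition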;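 further: peak minus trough fluorescence over baseline after final BAM8-22 challenge near maximal dose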
KLF5 inhibitor = KLF5 expression inhibitors, primary screen, DLD-1 cells, luminescence | DLD-1 KLF5 promoter-luciferase reporter | inhibition, % at 5 µM | 290,000 compounds, 0.23% hits | AID 1700, 2009;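 active means inhibition above a per-plate limit of that plate's mean compound inhibition plus 3 SD, cut at about 60% in these data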;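 further: 0% = DMSO wells and 100% = LY294002 at 200 µM; higher means less KLF5 promoter-driven luciferase light; inactives centre near -14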
SKKanGAS inh = S. pyogenes SKKanGAS growth inhibitors in kanamycin, primary screen, streptokinase expression inhibitor project, SKKanGAS strain, BacTiter-Glo luminescence | 6 h | inhibition, % at 7.5 µM | 300,000 compounds, 1.3% hits;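 active means mean replicate score, as percent of positive control median, at least 50; inconclusive means mean below 50 but one replicate at or above 50; inactive means mean and every replicate below 50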;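 further: strain carries kanamycin resistance gene driven by streptokinase promoter and grows in 40 µg/ml kanamycin; loss of luminescence reflects streptokinase promoter inhibition or plain growth inhibition; 0% = median of DMSO wells and 100% = positive control at its reference dose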
HIF act = HIF pathway transcriptional activators, primary screen, cell-based, U2OS HRE-luciferase, luminescence | U2OS HRE-luciferase reporter; normalized: DMSO 0%, desferrioxamine 100% | activation, % at 7.5 µM (by protocol) | 300,000 compounds, 0.32% hits;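 active means mean activation of at least 10% of the iron chelator positive control signal, with at least half of replicates also reaching 10%; inconclusive means mean and replicate majority disagree about reaching 10%; inactive means mean and most replicates under 10%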
IEC-6 cytotox = cytotoxicity in IEC-6 intestinal epithelial cells, primary screen, cytotoxicity control for KLF5 inhibitor project, cell-based, luminescence | 290,000 compounds, 0.78% hits | inhibition, % at 5 µM | IEC-6 cytotoxicity, luminescence viability; in the data active means inhibition above about 22%;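 further: 0% = plate median of test compound wells and 100% = cytotoxic reference compound wells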
TRPC6 inh = mouse TRPC6 channel inhibitors, primary screen, cell-based, HEK293, membrane potential dye; B-score at 10 µM; ACh-evoked depolarization; hits give low values; AID 2553, 2010; Short transient receptor potential channel 6 (Mus musculus), Q61143; 310,000 compounds, 1.1% hits;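 active means B-score under library mean minus 3 SD, initial fluorescence not abnormally high, positive integrated signal ratio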;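 further: B-score derived from integrated fluorescence ratio over the kinetic read; more negative B-score means stronger inhibition of depolarization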
* marks the source's active call; other numbers are inactive results; i = inactive; ? = inconclusive; . = not tested or not shown.

SMILES	aSyn UTR inh	TRPC4 act	TRPC6 act	TRPC4 PAM	TRPC4 inh	MrgX1 antag	KLF5 inhibitor	SKKanGAS inh	HIF act	IEC-6 cytotox	TRPC6 inh
Cn1c(C2CCCCC2)nc2cc(N)ccc21	-8	i	i	i	i	i	-30	-1	-10	3	i
c1ccc(Cn2nnnc2C(c2cccs2)N2CCSCC2)cc1 (stereo not drawn)	-5	i	i	i	i	i	-1	-11	-0.2	6	i
CCc1ccc(CN2CCC(C(=O)Nc3ccc(Oc4ccccc4)nc3)CC2)o1	14	i	i	i	i	i	-41	-5	-0.4	-2	i
O=C(Oc1ccc(-n2cnnn2)cc1)c1ccccc1	-3	i	i	i	i	i	-56	-8	-0.2	-8	i
Cc1cc2nc(CSc3ccccc3)cc(=O)n2[nH]1	25	i	i	i	i	i	0	?	0.1	-6	i
COC(=O)c1ccc(NC(=O)Nc2ccc3c(c2)nc(C)n3C)cc1	-24	i	i	i	i	i	-44	-5	3.5	0	i
CN(C(=O)CSc1nncn1C)C1CCCN(Cc2ccccc2F)C1 (stereo not drawn)	-5	i	i	i	i	i	-11	-1	0.0	-6	i
Oc1c(C(c2ccccc2)N2CCN(Cc3ccccc3)CC2)sc2ncnn12 (stereo not drawn)	-12	i	i	i	i	i	-12	-2	-0.2	-6	i
CCOc1ccccc1NC(=O)c1cccc(NC(=O)C2CCCC2)c1	12	i	i	i	i	i	-25	7	-0.3	0	i
Cc1cc2oc(=O)cc(CN3CCN(Cc4ccc5c(c4)OCO5)CC3)c2cc1C	13	i	i	i	i	i	-10	-1	-0.2	-4	i
Cc1ccccc1-c1cc(C(=O)N/N=C/c2cccnc2)c2ccccc2n1	.	i	i	i	i	i	-11	.	.	-2	i
CCCCNC(=S)NNC(=O)c1ccc(Br)o1	-15	i	i	i	i	i	-10	3	0.0	6	i
CSc1ccc(Cl)c(C(=O)NCCOc2ccccc2)c1	-13	i	i	i	i	i	-11	6	0.3	2	i
Cc1ccc2c(c1)=C(c1ccccc1)N(O)CC(=O)N=2	-13	i	i	i	i	i	-13	4	-19	4	i
O=S(=O)(NC1CCCCC1N1CCCCC1)c1ccc(Cl)cc1 (stereo not drawn)	5	i	i	i	i	i	-19	2	1.0	-8	i
Cc1nn(CC2CC2)c(=O)n1-c1ccc(C(C)C)cc1	-14	i	i	i	i	i	-18	-3	0.4	-2	i
C/C(=N\NC(=O)c1csc(C)c1C)c1ccc(Cl)s1	-125	i	i	i	i	i	-224	9	2.8	-1	i
Cc1ccc2nc(C)cc(C(=O)N/N=C/c3ccncc3)c2c1	-8	i	i	i	i	i	-18	-2	-0.2	-3	i
O=C(/C(=C/O)N=Nc1ccccc1)c1ccc(Cl)cc1	-3	i	i	i	i	i	-22	-3	0.8	0	i
CN(Cc1nccn1C)C(=O)CC1C(=O)NCCN1Cc1ccc(F)cc1Cl (stereo not drawn)	7	i	i	i	i	i	3	7	-0.6	-1	i

Profiles, quoted from the list. Values in the order: aSyn UTR inh	TRPC4 act	TRPC6 act	TRPC4 PAM	TRPC4 inh	MrgX1 antag	KLF5 inhibitor	SKKanGAS inh	HIF act	IEC-6 cytotox	TRPC6 inh
Shown for C/C(=N\NC(=O)c1csc(C)c1C)c1ccc(Cl)s1 = -125	i	i	i	i	i	-224	9	2.8	-1	i
Shown for CCc1ccc(CN2CCC(C(=O)Nc3ccc(Oc4ccccc4)nc3)CC2)o1 = 14	i	i	i	i	i	-41	-5	-0.4	-2	i

(next part)
SMILES	aSyn UTR inh	TRPC4 act	TRPC6 act	TRPC4 PAM	TRPC4 inh	MrgX1 antag	KLF5 inhibitor	SKKanGAS inh	HIF act	IEC-6 cytotox	TRPC6 inh
O=C(Nc1ccc(S(=O)(=O)N2CCCCCC2)cc1)c1ccco1	-58	i	i	i	i	i	-33	-7	0.9	-2	i
O=C(NCc1ccc2c(c1)OCO2)C1CCCN1S(=O)(=O)c1ccc(Cl)cc1 (stereo not drawn)	-22	i	i	i	i	i	0	-2	-0.1	0	i
FC(F)(F)c1cccc(N2CCN(C3CC4CCC3C4)CC2)c1 (stereo not drawn)	-4	i	i	i	i	i	-18	5	-23	-1	i
C=CCNC(=O)COC(=O)c1cc(S(=O)(=O)N2CCOCC2)ccc1N1CCCCC1	-2	i	i	i	i	i	-38	11	-0.8	0	i
COC(=O)N/N=C(\C)c1ccco1	-6	i	i	i	i	i	-22	2	0.1	-1	i
CC(C)C[C@H](NC(=O)c1nc[nH]c1C(=O)N1CCN(c2ccccc2)CC1)C(=O)OC(C)(C)C	38	i	i	i	i	i	.	0	-0.3	.	i
N#CCCNC(=O)CCN1CCOCC1	16	i	i	i	i	i	-24	1	-0.2	2	i
Cc1c(Br)c([N+](=O)[O-])nn1CC(=O)Nc1ccc(Cc2ccncc2)cc1	8	i	i	i	i	i	-9	-2	-0.1	2	i
Cc1ccnc(SCc2cc(=O)c(OC(=O)c3ccco3)co2)n1	2	i	i	i	i	i	10	-1	0.3	-6	i
CC(C)c1ccc(NC(=O)COc2nncc3ccccc23)cc1	-13	i	i	i	i	i	-13	-13	-0.2	3	i
COc1ccc(CCN2C(=O)NC(NS(=O)(=O)c3ccc(NC(C)=O)cc3)(C(F)(F)F)C2=O)cc1OC (stereo not drawn)	11	i	i	i	i	i	-21	4	-0.2	-4	i
CC1(C(=O)NNC(=S)NCC2CCCO2)CC1(Cl)Cl (stereo not drawn)	10	i	i	i	i	-5.4*	-25	3	-0.4	5	i
Cc1cc(S(=O)(=O)NCc2ccc(S(N)(=O)=O)cc2)c(C)s1	19	i	i	i	i	i	-23	1	0.2	3	i
COc1ccc(S(=O)(=O)NC(C)C)cc1C(=O)NC1CCCCC1	-20	i	i	i	i	i	9	-8	2.3	-1	i
C=CCNc1ncnc2c1[nH]c1ccc(Cl)cc12	-197	i	i	i	i	i	-144	-2	2.9	3	i
CCNC(=O)CCSc1nc2cc(Cl)ccc2o1	-1	i	i	i	i	i	-3	5	-0.1	1	i
COc1ccccc1Oc1nc2ccccn2c(=O)c1/C=C(\C#N)C(=O)Nc1c(C)n(C)n(-c2ccccc2)c1=O	10	i	i	i	i	i	-3	-5	0.1	-3	i
C/C(=N\NS(=O)(=O)c1ccc(C(C)(C)C)cc1)c1ccccc1	6	i	i	i	i	i	-27	-3	-17	5	i
COc1cccc(CN2CCN(c3nc4nonc4nc3N3CCCCC3)CC2=O)c1	33	i	i	i	i	i	-16	-5	-0.3	5	i
CCOC(=O)c1sc(-c2ccccc2)cc1NC(=O)Nc1ccccc1	-11	i	i	i	i	i	-16	27	-0.8	-5	i

Rewritten with values under each structure: part of the list above
Order of values – aSyn UTR inh, TRPC4 act, TRPC6 act, TRPC4 PAM, TRPC4 inh, MrgX1 antag, KLF5 inhibitor, SKKanGAS inh, HIF act, IEC-6 cytotox, TRPC6 inh
> CC(C)C[C@H](NC(=O)c1nc[nH]c1C(=O)N1CCN(c2ccccc2)CC1)C(=O)OC(C)(C)C
 : 38, i, i, i, i, i, ., 0, -0.3, ., i
> N#CCCNC(=O)CCN1CCOCC1
 : 16, i, i, i, i, i, -24, 1, -0.2, 2, i

Following part
SMILES	aSyn UTR inh	TRPC4 act	TRPC6 act	TRPC4 PAM	TRPC4 inh	MrgX1 antag	KLF5 inhibitor	SKKanGAS inh	HIF act	IEC-6 cytotox	TRPC6 inh
CN(CCOc1ccc(Cl)cc1)CC(O)c1ccccc1 (stereo not drawn)	-16	126*	i	i	i	i	-14	12	-3.0	0	i
O=C(Nc1nc2ccccc2[nH]1)c1ccc(Cl)c(S(=O)(=O)N2CCCC2)c1	-148	i	i	i	i	i	-107	?	1.3	-6	i
Cc1sc2nc(-c3cccs3)oc(=O)c2c1C	-27	i	i	i	i	i	-21	-2	-16	12	i
COc1ccc(/C=N/Nc2cc(C)nc3ccc(Br)cc23)cc1	100*	i	i	i	i	i	-55	-9	-11	2	i
COc1ccc(C2(c3ccc(OC)cc3)NC(=O)N(CC(=O)N(C)C)C2=O)cc1	12	i	i	i	i	i	15	1	0.1	6	i
CCCCCOc1ccc(/C=C/c2c([N+](=O)[O-])c(=O)n(C)c(=O)n2C)cc1	-175	i	i	i	i	i	-25	60*	0.2	-12	i
CCOC(=O)c1cc(C#N)c(N2CCN(C(=O)c3ccccc3)CC2)nc1C(F)(F)F	14	i	i	i	i	i	-10	-2	-0.1	3	i
Cc1cc(NC(=O)CSc2nc3ccccc3c(=O)n2-c2ccccc2)no1	-3	i	i	i	i	i	-20	1	-26	-7	i
Cc1ccc2nc(SCC(=O)Nc3ccc(F)cc3)nc(=O)n2c1	-20	i	i	i	i	i	.	3	0.1	.	i
O=C(CN(C(=O)c1ccc(Cl)cc1)C1CCCCC1)Nc1ccc(Cl)c([N+](=O)[O-])c1	-1	i	i	i	i	i	-2	14	-0.5	1	i
Cc1ccc(S(=O)(=O)n2nc(-c3ccco3)nc2SCc2ccccc2)cc1	-74	i	i	i	i	i	-49	13	-47	0	i
CN1CCN(NC(=O)c2ccc(F)cc2)CC1	11	i	i	i	i	i	9	-2	-0.2	1	i
Cc1c(Cl)cccc1NC(=O)CCCN1C(=O)c2cccnc2C1=O	-11	i	i	i	i	i	0	-2	0.0	3	i
CS(=O)(=O)c1cnc2c(-c3ccc(F)cc3)cnn2c1N	-106	i	i	i	i	i	-149	-4	1.3	0	i
Cc1ccc(C(C)C)c(OCc2n[nH]c(=S)o2)c1	0	i	i	i	i	i	-35	16	-0.1	2	i
COc1cccc(NC(C)C(=O)Nc2cc([N+](=O)[O-])ccc2Cl)c1 (stereo not drawn)	10	i	i	i	i	i	-27	-1	-0.7	-2	i
CC(C)(C)n1nc2c(c1NC(=O)c1ccco1)CS(=O)C2 (stereo not drawn)	0	i	i	i	i	i	-17	3	1.1	-4	i
